Source: PubChem BioAssay
FUS suppressor: FUS proteinopathy suppression in yeast. S. cerevisiae FUS-expressing, growth rescue, OD600, 24 h. Potency, µM (series often up to 76.6 µM), inactives show at the highest dose growth rescue (activation), most hits filed as activators. hit rate 0.24% among 390,000. AID 1347120;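 also: potency is read from the fitted curve at half-maximal effect; plate controls were DMSO vehicle for no effect and reference control for full effect; nearly all actives have a fitted effect of over 55% in size; some results filed as inactive show a strong effect at the top dose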
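Yeast expressing FUS under galactose induction, OD 0.005 in 2% galactose medium; compounds in a dilution series, 24 h at 30C. Growth rescue by absorbance at 600 nm; CP55940 positive control, DMSO negative.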
EPAC1 antag: EPAC1 (human) antagonism | O95398 | Potency, µM (doses to about 115 µM), inactives show top-dose activity change, negative = inhibition, hits mostly inhibitors | EPAC1 GEF assay, Rap1b-BODIPY-GDP exchange fluorescence | hit rate 0.14% among 360,000;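 also: potency is read from the fitted curve at half-maximal effect; plate controls were vehicle for no effect and positive control for full effect; nearly all actives have a fitted effect of over 50% in size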
PI5P4K alpha inh: inhibitors of human PI5P4K alpha; AID 652105; P48426; max response, %; hit rate 1.2% among 330,000; PI5P4Kalpha enzyme, ADP-Glo luminescence, 60 min; active compounds read low; active = max response of -50% or lower; inconclusive = between -30% and -50%; inactive = -30% or higher; also: value at the top dose of about 77 µM; % is scaled to controls: 0 for no effect and ±100 for the full control effect
Target sequence (P48426 whole entry, looked up): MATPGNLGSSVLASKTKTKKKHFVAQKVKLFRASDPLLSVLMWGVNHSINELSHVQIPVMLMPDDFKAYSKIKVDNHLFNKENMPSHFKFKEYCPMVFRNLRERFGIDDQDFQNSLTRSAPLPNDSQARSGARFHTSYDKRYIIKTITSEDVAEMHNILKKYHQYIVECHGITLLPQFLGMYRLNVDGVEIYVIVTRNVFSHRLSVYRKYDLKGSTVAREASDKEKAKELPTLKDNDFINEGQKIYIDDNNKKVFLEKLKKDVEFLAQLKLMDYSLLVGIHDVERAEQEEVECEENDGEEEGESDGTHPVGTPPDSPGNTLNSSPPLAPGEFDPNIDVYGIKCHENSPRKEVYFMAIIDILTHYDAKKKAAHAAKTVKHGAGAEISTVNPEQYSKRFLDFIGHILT
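Compounds were pin-transferred onto PI5P4Kalpha and substrate in HEPES pH 7.4 buffer with EGTA, CHAPS and 5% DMSO. ATP (5 microM final) started the reaction, which ran 60 minutes at room temperature before ADP-Glo detection.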
WRN helicase inh: inhibitors of human WRN helicase; WRN helicase unwinding, fluorescent forked duplex, kinetic; Potency, µM (highest dose often 114 µM), for the others: at the top dose activity change, negative = inhibition, hits mostly inhibitors; hit rate 0.46% among 360,000; AID 651768; also: potency is read from the fitted curve at half-maximal effect; % is scaled to controls: 0 for no effect and ±100 for the full control effect; nearly all actives have a fitted effect of over 55% in size
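Primary qHTS, 1536-well format. 20 nM WRN + compound, 15 min RT; start with 100 nM forked fluorophore/quencher duplex, 2 mM ATP (final); kinetic read ex 525/em 598 nm.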
PLK1 PBD inh: inhibitors of human PLK1 polo-box domain binding | AID 720504 | Potency, µM, without a hit: max response, negative = inhibition, actives largely listed as inhibitors | hit rate 2.8% among 360,000 | P53350 | Plk1 PBD binding of FITC phosphopeptide, fluorescence polarization; also: potency is read from the fitted curve at half-maximal effect; series mostly up to about 57 µM; % is scaled to controls: 0 for no effect and ±100 for the full control effect; nearly all actives have a fitted effect of over 65% in size
Target sequence (P53350 whole entry, looked up, the tested form may be a part): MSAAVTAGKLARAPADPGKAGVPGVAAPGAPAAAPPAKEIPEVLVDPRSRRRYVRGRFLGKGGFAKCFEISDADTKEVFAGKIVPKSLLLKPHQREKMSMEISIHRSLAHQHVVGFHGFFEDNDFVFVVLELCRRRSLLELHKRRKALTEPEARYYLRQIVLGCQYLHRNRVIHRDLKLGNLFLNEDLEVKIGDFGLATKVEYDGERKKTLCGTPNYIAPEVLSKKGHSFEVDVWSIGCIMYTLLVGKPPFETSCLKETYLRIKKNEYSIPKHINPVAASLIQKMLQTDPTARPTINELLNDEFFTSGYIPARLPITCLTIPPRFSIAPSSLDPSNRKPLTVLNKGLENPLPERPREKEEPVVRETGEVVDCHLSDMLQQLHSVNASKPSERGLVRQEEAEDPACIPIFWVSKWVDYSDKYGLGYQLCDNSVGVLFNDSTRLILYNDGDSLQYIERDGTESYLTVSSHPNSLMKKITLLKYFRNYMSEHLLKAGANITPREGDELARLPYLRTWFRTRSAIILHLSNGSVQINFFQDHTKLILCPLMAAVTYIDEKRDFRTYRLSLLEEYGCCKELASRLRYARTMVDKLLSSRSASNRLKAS
Abeta rescue: compounds reversing amyloid beta toxicity in yeast; yeast expressing A-beta42, growth rescue, OD600, 48 h; response scale: 0% DMSO, 100% iron-clioquinol control; Potency, µM (titrated, usually from 46.1 µM), inactives show top-dose growth rescue, usual class: activators; hit rate 0.063% among 410,000; AID 1347071; also: potency is read from the fitted curve at half-maximal effect; nearly all actives have a fitted effect of over 55% in size
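Yeast A-beta toxicity model in growth medium with pinned compounds, 48 h at 30 C; growth read as absorbance at 600 nm. Normalized to FeCl3/clioquinol equimolar mix (positive) and DMSO (negative).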
IL-2 act: activators of IL-2; IL-2 activation reporter assay, cell-based qHTS; stimulated with anti-CD3/CD4/CD28 beads; in transgenic mouse T cells; AID 652025; activation, % (series mostly up to about 46 µM); hit rate 0.065% among 360,000; in the data active = activation above about 50%; inconclusive = mostly about 30% to 49%; also: 0% is about no effect
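Unstimulated transgenic mouse T cells preincubated 60 min with compound, then stimulated with anti-CD3/anti-CD4-coated beads plus anti-CD28 for 18 h at 37 degrees C. IL-2 response read as EGFP and DsRed fluorescence by plate cytometry.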
EPAC1 agonist: EPAC1 (human) agonism; O95398; AID 720707; hit rate 0.073% among 360,000; Potency, µM (highest dose often 154 µM), inactives show top-dose activation, most hits filed as activators; EPAC1 agonist qHTS, biochemical assay; response scale: 100% = response to 6.5 mM cAMP; also: potency is read from the fitted curve at half-maximal effect; nearly all actives have a fitted effect of over 60% in size
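Nucleotide exchange by EPAC1 (100 nM) on Rap1B–BODIPY-GDP (250 nM) in the presence of 50 uM GDP is tracked fluorescently at 480/540 nm over 30 min. Signals are normalized to a 6.5 mM cAMP control.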
An asterisk follows results filed as active; ? = inconclusive; · = no result given; [ ] = dose if it differs, or a comment. Unless noted, calls follow the shape of the dose curve; as a rule, active = well fitted curve in the direction sought with a large enough effect; inconclusive = small, poorly fitted or top-dose-only effect, or another doubt; inactive = no such curve, though single readings can be large; an effect the other way counts as inactive or inconclusive.

Below each compound – FUS suppressor | PLK1 PBD inh | Abeta rescue | WRN helicase inh | EPAC1 antag | EPAC1 agonist | PI5P4K alpha inh | IL-2 act
#1 C[C@]12C(=O)N(c3ccccc3)C(=O)N1[C@@H]1c3ccccc3OC[C@@H]1[C@H]2c1ccccc1
→ ? | -13% | 3% | 0% | 6% | 0% | 19 | 0.9
#2 CC(=O)N/C(=C\c1ccccc1)C(=O)OCC(=O)N(C)C1CCS(=O)(=O)C1 (stereo unspecified)
→ · | -6% | -4% | -18% | 22% | 5% | -5 | -2.4
#3 Cc1[nH]cnc1CSCCN
→ -45% | -8% | -11%[9.22 µM] | -12% | -3% | 3% | -5 | -4.4
#4 N=c1oc2ccccc2cc1C(=O)NC1CCCCCC1
→ 34% | -11% | -22% | 5% | -5% | 8% | 8 | -2.2
#5 CC(C)n1c(C(F)(F)F)nc2cc(C(=O)N3CCC(O)CC3)ccc21
→ 17% | -14% | -11% | -9% | ? | -4% | 2 | -0.1
#6 CCNC(=O)NC(=O)CN(C)c1ccccc1
→ -8% | -12% | 3% | -11% | -10% | -1% | -1 | -2.4
#7 Cc1nc(C(=O)NC2CCCCC2)sc1C1(C)CC(c2cccc([N+](=O)[O-])c2)=NO1 (stereo unspecified)
→ 33% | -3% | 2% | 5% | -1% | 4% | 2 | -0.4
#8 O=C(Nc1cccc(S(=O)(=O)N2CCOCC2)c1)C(c1ccccc1)N1CCCCC1 (stereo unspecified)
→ -2% | -4% | 1% | 7%[57.1 µM] | -3% | 4% | -1 | -0.2
#9 Cc1c(/C(O)=C2/C(=O)C(=O)N(Cc3cccnc3)C2c2cccs2)cnn1-c1ccccc1 (stereo unspecified)
→ ? | -6% | -27% | 2% | -20% | 1% | 0 | -1.3
#10 CCn1c(=O)c(C(=O)CN2CC(C)OC(C)C2)c(N)n(Cc2ccccc2)c1=O (stereo unspecified)
→ -2% | 0% | 20% | 1% | 4% | -5% | 0 | -2.7
#11 COc1ccccc1C(=O)NC(=O)COC(=O)c1cccc(C)c1O
→ -2% | -2% | -4% | -21% | -5% | 4% | 11 | 0.3
#12 COC(=O)c1ccc(C(=O)OC)c(NC(=O)COC(=O)c2ccccc2OC)c1
→ 8% | -5% | -22% | -9% | -6% | -3% | 0 | -3.9
#13 O=C(CSc1ccc2nnc(-c3ccncc3)n2n1)Nc1ccccc1F
→ -10% | -2% | 7% | -4% | -10% | -1% | 7 | -1.3
#14 COC(=O)C1=C(O)/C(=C\c2ccc(OCC(=O)Nc3ccccc3)cc2)N=C1C
→ -21% | -4% | -2% | -6% | -28% | 7% | 3 | -0.9
#15 C/C(=N\Nc1ccc2nncn2n1)c1ccc(Br)s1
→ 17% | -13% | 2% | -1% | -2% | 12% | -2 | 0.0
#16 Cc1cccc(/C(N)=N/OC(=O)c2ccccc2Cl)c1
→ -12% | -2% | -34%[inhibitor] | -1% | -13% | 5% | 25 | -0.8
#17 COc1ccc(Cc2nnc(NC(=O)CSc3ccc(C)cc3)s2)cc1
→ -9% | -2% | 1% | 3% | -6% | -12% | 0 | -2.4
#18 CCCC(O)(CCC)C(=O)NNc1ccc(C)cc1
→ 12% | -20% | -12% | 11% | 5% | 5% | -1 | 0.4
#19 Cc1cccc(C(=O)NCCN2CCN(c3ccccc3)CC2)c1
→ 0% | -11% | 12% | 1% | -18% | 3% | 1 | -0.6
#20 COc1ccc(C(=O)Nc2cc(OC)c(NC(=O)Nc3ccccc3)cc2OC)cc1
→ -1% | -4% | 1% | 10% | -12% | -3% | -5 | -3.8
#21 Cc1cc(NC(=O)CCC(=O)N(Cc2ccco2)C(C(=O)NC2CCCC2)c2ccccc2C)no1 (stereo unspecified)
→ 30% | -1% | 10% | -9% | -3% | 3% | 7 | 0.3
#22 O=C1CN(C(=O)c2cccc([N+](=O)[O-])c2)CC(=O)N1
→ -21% | -3% | -3% | 5% | -8% | 0% | -9 | 0.4
#23 Cc1ccc(-c2nn(C)c(=O)c3ccccc23)cc1CN1CCCCC1
→ -5% | -3% | 0% | 3% | -2% | -1% | 4 | 0.3
#24 CC(C)Oc1cccc(C(=O)NC(=S)Nc2ccc(Cl)c(C(=O)O)c2)c1
→ 20% | -18% | 13% | 3% | 0% | 1% | ? | 2.2
#25 Cc1noc(C)c1S(=O)(=O)NCc1ccc2c(c1)OCO2
→ -6% | -5% | 5% | -5% | -6% | -11% | -2 | -1.2
#26 Cn1c(CCC(=O)Nc2ccccc2F)nnc1SCC(=O)Nc1ccccc1Cl
→ 1% | -5% | 0% | -7% | -3% | -5% | 0 | -2.9
#27 O=C1CCCN1CCCN1CC(C(=O)N(CCO)Cc2ccccc2)CCC1=O (stereo unspecified)
→ · | 0% | 3% | -11% | -5% | -1% | 1 | 0.1
#28 Cc1cc(S(=O)(=O)N2CCCC(N(C)CCc3ccccn3)C2)c(C)cc1Cl (stereo unspecified)
→ -15% | -3% | -5% | 2% | 8% | -8% | 2 | -0.1
#29 O=C(NC1CCCCC1)c1nc(-c2c(F)cccc2F)oc1-c1ccccc1
→ -1% | -1% | 0% | 2% | 12% | -11% | 18 | -0.9
#30 CC(=O)Nc1cccc(C(=O)NC2CCCc3c2cnn3-c2ccc(C(C)(C)C)cc2)c1 (stereo unspecified)
→ 40% | 1% | 2% | 1%[57.1 µM] | -19% | -10% | -2 | -4.6

2 of these compounds, set out differently:
entry	SMILES	FUS suppressor	PLK1 PBD inh	Abeta rescue	WRN helicase inh	EPAC1 antag	EPAC1 agonist	PI5P4K alpha inh	IL-2 act
21	Cc1cc(NC(=O)CCC(=O)N(Cc2ccco2)C(C(=O)NC2CCCC2)c2ccccc2C)no1 (stereo unspecified)	30%	-1%	10%	-9%	-3%	3%	7	0.3
22	O=C1CN(C(=O)c2cccc([N+](=O)[O-])c2)CC(=O)N1	-21%	-3%	-3%	5%	-8%	0%	-9	0.4

Further entries.
Below each compound – FUS suppressor | PLK1 PBD inh | Abeta rescue | WRN helicase inh | EPAC1 antag | EPAC1 agonist | PI5P4K alpha inh | IL-2 act
#31 Cc1cc(NC(=O)COc2cccc(Oc3ccccc3)c2)no1
→ 20% | -12% | -3% | -6% | -22% | 0% | -4 | 0.9
#32 O=C(NCCCn1cccn1)c1cc(COc2ccc(F)cc2Cl)on1
→ -19% | -11% | 8% | 4% | -8% | 9% | 4 | -1.9
#33 COc1ccc(C(=O)c2c(-c3ccsc3)oc3ccc(-c4ccc(OC)cc4)cc23)cc1
→ -4% | -7% | 6% | 11% | 4% | 0% | 5 | -0.1
#34 O=C(NCCc1nc2ccccc2[nH]1)c1ccc(Br)o1
→ 0% | 2% | -2% | 2% | -15% | -1% | -4 | 0.7
#35 Cc1ccc2c(Cl)cc(Cl)c(OCC(=O)Nc3cccc(S(N)(=O)=O)c3)c2n1
→ 12% | -12% | 0% | -5% | -8% | 13% | -21 | 0.5
#36 CCOC(=O)c1cnn(-c2nc(-c3ccc(C)cc3)cs2)c1C(F)(F)F
→ -13% | 1% | -5% | -7% | 4% | 4% | · | -1.9
#37 CC1CCCCN1C(=O)C1CC(c2ccc(F)cc2)=NO1 (stereo unspecified)
→ 20% | -3% | 5% | 0% | 7% | -10% | · | -1.4
#38 CC1=NOC(=O)/C1=C\c1ccc(-c2ccc(Cl)c(C(=O)O)c2)o1
→ 26% | 2.1µM* | 15% | 35µM* | 23% | 10% | ? | -1.0
#39 Cc1noc(C)c1NC(=O)Nc1cccc2c1O[C@H](CN(C)S(=O)(=O)c1ccc(F)cc1)[C@@H](C)CN([C@H](C)CO)C2=O
→ 18% | -9% | -4% | -2% | -6% | -13% | 2 | 0.3
#40 O=c1[nH]c(=O)c2nc3c4ccccc4c4ccccc4c3nc2[nH]1
→ -19% | 21µM* | -18% | ? | -10% | 7% | 12 | 7.2
#41 O=C(O)C(=Cc1cccc([N+](=O)[O-])c1)c1ccc(Cl)cc1
→ 5% | -2% | 10% | -12% | -6% | 5% | 9 | -0.5
#42 CCn1c(COc2ccccc2OC)nc2ccccc21
→ -15% | -16% | 2% | 3% | -10% | -2% | -1 | -2.6
#43 CC1CCCCN1C(=O)CN1CCN(S(=O)(=O)c2ccc(Br)cc2Cl)CC1 (stereo unspecified)
→ 7% | -1% | 6% | 4% | 0% | 5% | 3 | 0.0
#44 CC(=O)Oc1c(S(=O)(=O)c2ccc(C)cc2)c(C)nn1C(C)(C)C
→ · | -16% | -17% | -17% | -3% | -8% | -4 | -4.0
#45 COc1ccccc1N1CCN(C(=O)c2ccc3[nH]c(C)c(C)c3c2)CC1
→ ? | -9% | · | -1% | -24% | 7% | -4 | 0.3
#46 CC[C@]12c3[nH]c4ccc(Cl)cc4c3CCN1C(=O)[C@@H](CC(=O)NCc1cccc(C(F)(F)F)c1)C[C@@H]2C(=O)N1CCN(C(=O)C2CC2)CC1
→ ? | 2% | 4% | 2% | -12% | -16% | 12 | -0.9
#47 O=C(/C=C/c1ccnc2ccccc12)c1cccs1
→ 7% | ? | -85%[inhibitor] | -19% | -17% | 5% | -29 | -3.6
#48 O=C(Nc1ccn(CCCN2CCC(N3CCOCC3)CC2)c(=O)n1)OCc1ccccc1
→ -23% | -16% | -8% | 7% | 2% | 5% | -10 | -1.2
#49 CCOc1ccccc1C1C(C(N)=O)=C(C)Nc2nc(-c3cccc(C)c3)nn21 (stereo unspecified)
→ 12% | -7% | 5% | -3% | -3% | 2% | -2 | -5.0
#50 Clc1cccc(NCc2cn3cccnc3n2)c1
→ 11% | -14% | -16% | 7% | -12% | -6% | -1 | -1.9
#51 O=C1N(c2ccccc2C(F)(F)F)O[C@]1(c1ccccc1)C1CCCC1
→ 1% | -14% | -32%[inhibitor] | -10% | -8% | -36%[inhibitor] | 9 | -2.0
#52 COc1ccccc1CNC(=O)COC(=O)CNS(=O)(=O)c1ccc(C)cc1
→ · | -7% | 1% | -14% | 4% | 3% | -1 | -1.1
#53 O=c1[nH]c(=S)[nH]c2c1C(c1ccc(F)cc1)OC(CCOCc1ccccc1)C2 (stereo unspecified)
→ 21% | -16% | -9% | -5% | -4% | 3% | 3 | -0.2
#54 Cc1ccc(NC(=O)Nn2cnnc2)cc1
→ 33% | -7% | -15% | 8% | 17% | 7% | 2 | -1.5
#55 Cc1nc(C(=O)Nc2cc(F)cc(Cl)c2)sc1C1(C)CC(c2ccccc2)=NO1 (stereo unspecified)
→ ? | -8% | -31%[inhibitor] | -17% | -12% | 10% | -1 | -2.0
#56 Cc1ccc(NC(=O)CCC(=O)N/N=C/c2cc([N+](=O)[O-])ccc2O)cc1
→ -27% | -7% | 23% | -8% | -16% | -17% | -15 | 5.7
#57 Cc1ccc(S(=O)(=O)N(Cc2c(F)cccc2Cl)C(=O)N2CCN(C)CC2)cc1
→ -10% | -4% | -6% | -2% | 4% | 7% | 3 | 0.4
